SIRT5 block – inhibitors of human sirtuin-5 desuccinylase | AID 652115 | inhibition, % at 15 µM | 1.1% of 330,000 active | Purified SirT5, succinyl-peptide AMC, trypsin-coupled fluorescence; in the data active means inhibition above about 15%; inconclusive means no clear call, values can overlap the other calls
Target sequence (Q9NXA8 whole entry, looked up): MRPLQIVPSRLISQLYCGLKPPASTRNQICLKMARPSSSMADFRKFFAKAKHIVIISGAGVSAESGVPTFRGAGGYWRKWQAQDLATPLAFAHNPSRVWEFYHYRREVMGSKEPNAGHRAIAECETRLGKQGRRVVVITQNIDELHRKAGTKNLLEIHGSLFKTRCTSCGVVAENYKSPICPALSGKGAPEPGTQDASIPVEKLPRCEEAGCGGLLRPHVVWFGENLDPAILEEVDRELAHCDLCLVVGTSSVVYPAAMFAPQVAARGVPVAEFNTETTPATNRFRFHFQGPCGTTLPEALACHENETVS
ERp5 inh – inhibitors of human ERp5. 0.05% of 350,000 active. ERp5 insulin aggregation, absorbance 650 nm, 90 min. Q15084. inhibition, % at 9.99 µM;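 active means mean replicate inhibition above about 25%, with every replicate also reaching it, limit read from the data, passing the limit was not always enough; inconclusive means only one of those two criteria met; inactive means neither criterion met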
Target sequence (Q15084 whole entry, looked up): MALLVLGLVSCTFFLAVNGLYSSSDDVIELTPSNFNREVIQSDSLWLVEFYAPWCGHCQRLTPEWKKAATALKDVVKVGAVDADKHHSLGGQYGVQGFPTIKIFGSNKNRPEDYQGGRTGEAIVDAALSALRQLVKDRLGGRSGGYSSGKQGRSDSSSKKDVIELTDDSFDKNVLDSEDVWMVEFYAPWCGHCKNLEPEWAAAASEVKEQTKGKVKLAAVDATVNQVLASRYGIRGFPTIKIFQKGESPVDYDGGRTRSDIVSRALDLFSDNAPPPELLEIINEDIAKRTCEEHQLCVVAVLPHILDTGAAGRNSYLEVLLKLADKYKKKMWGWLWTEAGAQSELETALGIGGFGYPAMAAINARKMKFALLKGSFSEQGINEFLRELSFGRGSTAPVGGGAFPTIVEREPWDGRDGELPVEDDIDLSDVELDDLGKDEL
Casp6 inh – caspase-6 (human) enzyme inhibition. purified caspase-6, Z-VEID-R110 cleavage fluorescence. inhibition, % at 12.5 µM. 0.53% of 350,000 active. AID 686996;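 active means mean inhibition across replicates at least about 35%, with every replicate also reaching that limit, limit read from the data; inconclusive means only one of the two criteria met; inactive means neither criterion met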;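 further: 0% = median of neutral control wells and 100% = no fluorescence left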
Target sequence (P55212 24-179 limits assumed): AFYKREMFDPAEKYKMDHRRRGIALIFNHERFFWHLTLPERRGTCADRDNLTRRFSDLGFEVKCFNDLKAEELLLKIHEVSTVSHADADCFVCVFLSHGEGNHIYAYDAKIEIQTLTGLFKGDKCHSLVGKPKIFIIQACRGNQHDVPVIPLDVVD
Target sequence (P55212 194-293 limits assumed): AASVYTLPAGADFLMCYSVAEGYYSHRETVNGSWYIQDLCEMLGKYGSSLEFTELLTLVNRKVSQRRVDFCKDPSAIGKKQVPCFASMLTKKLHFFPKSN
DENV2 CPE rescue – DENV2-induced cell death inhibition | DENV2-infected cells, cytopathic effect rescue, plate reader | CPE inhibition, % at 9.99 µM | 1.7% of 350,000 active | AID 651640; in the data active means CPE inhibition above about 20%, passing the limit was not always enough; inconclusive means no clear call, values can overlap the other calls; tested in BHK-21 cells;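 further: 0% = median of neutral control wells and 100% = median of positive control wells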
F508del corr – CFTR F508del correction in bronchial cells; CFBE cells, YFP halide quenching; stimulated with forskolin plus potentiator P3; % fluorescence drop versus neutral controls; activity (quench increase), % at 7.58 µM; 0.36% of 350,000 active;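 active means mean added fluorescence quench of at least 8% versus neutral control, with both replicates also reaching 8%; inconclusive means only one of the mean or replicate conditions met; inactive means mean below 8% and not both replicates reaching 8%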;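 further: cells transiently co-express mutant CFTR-F508del with the halide-sensitive YFP; corrector assay measuring rescue of mutant channel to the surface after 24 h compound exposure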
ERAP1 HTS inh – inhibitors of human ERAP1 aminopeptidase; recombinant ERAP1, Leu-AMC fluorescence, 60 min; inhibition, % at 10.7 µM; 0.15% of 340,000 active; Q9NZ08; AID 652197;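 active means mean replicate inhibition of at least 30%, or all replicates individually reaching that 30% level; inactive means mean below 30% and not every replicate reaching it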;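 further: 0% = neutral control wells and 100% = L-leucinethiol positive control wells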
miR-122 sensor – miR-122 inhibition in Huh7 cells; Huh7 miR-122 Renilla luciferase sensor, 48 h; neutral wells = 0, positive control = 100; AID 602342; 0.3% of 340,000 active; activation (reporter increase), % at 12.5 µM;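 active means mean replicate activation score at least 90 and every replicate individually at or above 90; inconclusive means only one of the two criteria met; inactive means neither criterion met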;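 further: higher luciferase means less miR-122 activity so hits act as miR-122 inhibitors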
* marks the source's active call; other numbers are inactive results; ? = inconclusive; · = not tested or not shown; & = joins results of further samples; [ ] = dose if it differs, or a comment.

SMILES | SIRT5 block | ERp5 inh | Casp6 inh | DENV2 CPE rescue | F508del corr | ERAP1 HTS inh | miR-122 sensor
COc1ccccc1NC(=O)Nc1ccc(NC(=O)c2ccccc2O)cc1 | -1 | 7 | -2 | -1 | 1.8 | -6 | 13
O=C(CN1C(=O)NC2(CCOc3ccccc32)C1=O)c1ccc(Cl)s1 (stereo not given) | -1 | 3 | 2 | 5 | 2.8 | -7 | ·
CCN(CC)CCCn1c(=S)[nH]c2cc(Cl)ccc2c1=O | 8 | 0 | -16 | · | -1.2 | 0 | 0
Cc1ccc(S(=O)(=O)N(C)C[C@H]2Oc3ccc(NS(=O)(=O)c4ccc(Cl)cc4)cc3CC(=O)N([C@H](C)CO)C[C@@H]2C)cc1 | 13 | 1 | -2 | 6 | -0.2 | 2 | -11[16.7 µM]
CN1C[C@H]2[C@@H](c3ccccc31)[C@H](CO)N2C(=O)C1CC1 | -1 | -3 | 0 | -8 | -2.0 | -1 | -10[16.7 µM]
CCc1cc(C(=O)OC)c(NC(=O)CSc2nccn2C)s1 | 1 | -4 | 2 | ? | 0.1 | -2 | 4
CC(C)C(=O)Nc1ccc(C(=O)CN2C(=O)NC3(CCOc4ccccc43)C2=O)cc1 (stereo not given) | -1 | 3 | 1 | -5 | -0.6 | -2 | -2
O=C(Nc1ccc2c(c1)OCCO2)C(C1CC1)n1c(=O)c(-c2ccco2)nc2ccccc21 (stereo not given) | -2 | -4 | 2 | 6 | 2.0 | -4 | ·
O=C(Nc1ccc(Br)cc1)N1CCCCC1 | 3 | 6 | -2 | -3 | -2.9 | 5 | ·
CCOc1ccccc1OCCC(=O)NNC(=O)Cn1nc(C)cc1C | -3 | -2 | 46* | -2 | -1.9 | -1 | -1
C[C@@H](O)C#Cc1cnc2c(c1)C(=O)N([C@@H](C)CO)C[C@H](C)[C@H](CN(C)C(=O)CC1CC1)O2 | 7 | -3 | 0 | 3 | -0.3 | 2 | -9[16.7 µM]
O=C(Nc1ccccc1)N1CC(=O)N2[C@H](C1)[C@@H](c1ccc(C#CC3CC3)cc1)[C@@H]2CO | -2 | -1 | 2 | -1 | 2.5 | -1 | ·
CCCCCCCCSc1nnc(CSc2nc3nc(C)cc(C)n3n2)o1 | 1 | 4 | 3 | -9 | · | -2 | 2
CCNC(=O)N(C)C[C@H]1N[C@@](CC)(C(=O)OC)[C@H]2C(=O)N(C)C(=O)[C@@H]12 | -2 | 0 | · | ? | -0.5 | -9 | 1
COC(=O)N1CCCCC1c1cc(C(=O)NCc2cccnc2)no1 (stereo not given) | -4 | 8 | -1 | 0 | -5.9 | 3 | -3
CO[C@H]1CN(C)C(=O)c2cc(NC(=O)C3CCOCC3)ccc2OC[C@H](C)N(C(C)=O)C[C@@H]1C | -9 | -6 | 1 | -5 | -2.5 | -1 | 9[16.7 µM]
CCc1ccc(OCC(=O)NNC(=O)c2c(CC)noc2C)cc1 | -1 | 3 | -1 | -2 | 0.3 | 0 | ·
NC(=O)COC(=O)c1cc(-c2ccco2)nc2ccccc12 | -5 | -10 | 23 | -4 | -0.5 | -1 | -15
CC(=O)c1ccc(N2CCN(C(=O)Nc3ccc(Cl)cc3)CC2)cc1 | 6 | -4 | -5 | -11 | -1.5 | 6 | ·
COCC#Cc1ccc2c(c1)O[C@H](CN(C)C)[C@@H](C)CN([C@H](C)CO)S2(=O)=O | -2 | -1 | -1 | -4 | -0.9 | 0 | -4[16.7 µM]
NC(=O)CNC(=O)c1ccc(Cl)cc1 | -1 | -1 | 0 | -3 | -0.1 | 5 | ·
C[C@H](CO)N1C[C@H](C)[C@@H](CN(C)C(=O)CN2CCOCC2)Oc2ncc(-c3cncnc3)cc2C1=O | -2&1&-4 | 3&-2&0 | -2&1&-1 | 16&-14&8 | 0.0&-1.9&-0.2 | 8&2&1 | -1
C(/CCc1ccccc1)=N\Nc1nc2ccccc2[nH]1 | -3 | 5 | 0 | · | 2.8 | -5 | ·
Cc1ccc(S(=O)(=O)Nc2ccc3c(c2)CC(=O)N([C@H](C)CO)C[C@@H](C)[C@H](CN(C)C(=O)Nc2ccccc2)O3)cc1 | 3 | 5 | 1 | 8 | -6.0 | 2 | -1[16.7 µM]
O=C(Cn1nc(-c2cccc(Cl)c2)ccc1=O)Nc1ccccc1Br | 8 | -12 | -2 | -2 | 0.5 | -4 | -11

Compound profiles, as listed above. Order of screens: SIRT5 block, ERp5 inh, Casp6 inh, DENV2 CPE rescue, F508del corr, ERAP1 HTS inh, miR-122 sensor
`Cc1ccc(S(=O)(=O)Nc2ccc3c(c2)CC(=O)N([C@H](C)CO)C[C@@H](C)[C@H](CN(C)C(=O)Nc2ccccc2)O3)cc1` across the screens: 3, 5, 1, 8, -6.0, 2, -1[16.7 µM]
`CN1C[C@H]2[C@@H](c3ccccc31)[C@H](CO)N2C(=O)C1CC1` across the screens: -1, -3, 0, -8, -2.0, -1, -10[16.7 µM]
`CCNC(=O)N(C)C[C@H]1N[C@@](CC)(C(=O)OC)[C@H]2C(=O)N(C)C(=O)[C@@H]12` across the screens: -2, 0, ·, ?, -0.5, -9, 1
`NC(=O)COC(=O)c1cc(-c2ccco2)nc2ccccc12` across the screens: -5, -10, 23, -4, -0.5, -1, -15
`COCC#Cc1ccc2c(c1)O[C@H](CN(C)C)[C@@H](C)CN([C@H](C)CO)S2(=O)=O` across the screens: -2, -1, -1, -4, -0.9, 0, -4[16.7 µM]

More results:
SMILES | SIRT5 block | ERp5 inh | Casp6 inh | DENV2 CPE rescue | F508del corr | ERAP1 HTS inh | miR-122 sensor
CCCCCC1C/C(=N\O)C=C(C)C1C(=O)OC (stereo not given) | 1 | 2 | 0 | -5 | · | 2 | -7
CCCN(C)C[C@@H]1Oc2cc(-c3cccc(OC)c3)ccc2S(=O)(=O)N([C@@H](C)CO)C[C@@H]1C | 0 | -3 | 2 | -3 | -1.1 | 2 | -9[16.7 µM]
COc1ccc(S(=O)(=O)N(C)C[C@@H]2Oc3c(NC(=O)c4nc5ccccc5s4)cccc3C(=O)N([C@@H](C)CO)C[C@@H]2C)cc1 | 0 | 5 | -5 | -1 | 1.7 | 3 | 0[16.7 µM]
CCNC(=O)C[C@@H]1CC[C@@H]2[C@H](COC[C@H](O)CN2S(=O)(=O)c2ccc(Oc3ccccc3)cc2)O1 | -1 | 0 | 0 | -17 | 0.1 | -3 | -1[16.7 µM]
CC(C)Cc1nnc(NC(=O)CCNC(=O)c2ccco2)s1 | -2 | -1 | -1 | -1 | 2.5 | 4 | ·
COc1cccc(S(=O)(=O)N[C@H]2CC[C@@H](CCn3cc(-c4ccccc4OC)nn3)O[C@@H]2CO)c1 | 0 | 3 | 2 | ? | 0.6 | 0 | ·
CC[C@@]12C(=O)N(c3cccc(Br)c3)C(=O)N1[C@H](c1ccc(OC)cc1)[C@@H]1C(=O)N(C(C)(C)C)C(=O)[C@@H]12 | -5 | -3 | -1 | ? | 1.4 | 2 | -2
CCOc1ccc(NC(=S)N2C3CCCC2CC(NC(=O)C2CC2)C3)cc1 (stereo not given) | -1 | 2 | 3 | 11 | -0.5 | 1 | 4
COC(=O)[C@@H]1C[C@@H](C(=O)O)[C@H](C)C1(C)C | · | 2 | -1 | -5 | 4.1 | -3 | ·
CC(C)NC(=O)NCC[C@@H]1CC[C@@H](NS(=O)(=O)c2ccc(Oc3ccccc3)cc2)[C@@H](CO)O1 | -2 | 1 | -101 | 3 | 0.0 | 4 | ·
CCCCC(C(=O)NC1CCCC1)N(C(=O)c1snc(C(N)=O)c1N)c1ccc(C)cc1 (stereo not given) | 1 | 2 | 1 | 2 | -3.2 | 3 | -1
Cc1cccc(N2C(=O)C(O)=C(C(=O)c3cccs3)C2c2ccc(F)cc2)n1 (stereo not given) | -2 | -1 | -2 | ? | 0.1 | 2 | -2
CC(=O)Nc1ccc(S(=O)(=O)NC(C)C(=O)OCC(=O)NC2CCCC2)cc1 (stereo not given) | 5 | -4 | -8 | -1 | · | -1 | ·
COc1ccc(-c2ccc3c(c2)O[C@H](CN(C)C(=O)Nc2ccccc2F)[C@H](C)CN([C@@H](C)CO)S3(=O)=O)cc1 | 7 | -2 | 0 | 2 | -3.9 | -2 | -32[16.7 µM]
COCC(=O)N1CC2(C1)CN(Cc1cccc(OC)c1)[C@@H](CO)c1c2c2ccc(OC)cc2n1C | -1 | · | · | 9 | 2.1 | · | ·
O=c1[nH]nnc2cc(Cl)ccc12 | · | 5 | -4 | 7 | 0.2 | -3 | 5
Cc1ccc2cc(C#N)c(N3CCCN(S(=O)(=O)c4ccccc4)CC3)nc2c1C | 3 | -5 | 4 | 0 | 0.1 | 1 | -2
CCn1c(SCC(=O)Nc2ccc(N3CCOCC3)cc2)nnc1-c1ccncc1 | 2 | -4 | 1 | ? | 1.3 | -2 | -5
Cc1ccc(NC(=O)C2CCN(c3nc(C)cc(C)n3)CC2)cc1 | -2 | 2 | -4 | 1 | -0.2 | 0 | -3
CC(=O)c1ccc(N2CCN(Cc3nc4ccccc4[nH]3)CC2)cc1 | · | 1 | -2 | 8 | 2.1 | 0 | -3
CCOC(=O)Cc1nnc(NC(=O)C(CC)Sc2nc(C)cc(C)n2)s1 (stereo not given) | -3 | 0 | 2 | -2 | 0.3 | -5 | 20
CO[C@@H]1CN(C)C(=O)c2ccc(NC(=O)c3ccccc3)cc2OC[C@H](C)N(C(C)=O)C[C@H]1C | 2 | -1 | 6 | 3 | 0.1 | 0 | 3[16.7 µM]
COc1cccc(C(=O)NCCS(=O)(=O)NCc2ccc(Cl)cc2)c1 | 3 | -2 | 2 | 6 | -0.8 | 1 | ·
COCc1cc(C)nc(SCc2ccc(Br)cc2)c1C#N | · | 1 | 2 | 2 | -0.3 | -1 | -1
CC1CCN(S(=O)(=O)c2cccc(C(=O)Nc3nccs3)c2)CC1 | -3 | -7 | 7 | 2 | -0.3 | 0 | 5

In a second layout: 2 of the compounds above
| compound | SIRT5 block | ERp5 inh | Casp6 inh | DENV2 CPE rescue | F508del corr | ERAP1 HTS inh | miR-122 sensor |
| --- | --- | --- | --- | --- | --- | --- | --- |
| Cc1cccc(N2C(=O)C(O)=C(C(=O)c3cccs3)C2c2ccc(F)cc2)n1 (stereo not given) | -2 | -1 | -2 | ? | 0.1 | 2 | -2 |
| CC(=O)Nc1ccc(S(=O)(=O)NC(C)C(=O)OCC(=O)NC2CCCC2)cc1 (stereo not given) | 5 | -4 | -8 | -1 | · | -1 | · |

More results follow.
SMILES | SIRT5 block | ERp5 inh | Casp6 inh | DENV2 CPE rescue | F508del corr | ERAP1 HTS inh | miR-122 sensor
S=C(NCCc1ccccc1)NCc1cccs1 | -2 | 2 | 2 | 1 | -0.7 | 1 | ·
c1ccc(-c2ccc(C3[C@H]4CNC[C@@H]3N4Cc3nccs3)cc2)cc1 (stereo not given in full) | -29&0 | 0&2 | -2&1 | -1&-9 | -1.7&-1.8 | 0&-2 | ·
COC(=O)c1ccc(CN2CC(=O)N3[C@H](CO)[C@@H](c4ccc(-c5ccccc5F)cc4)[C@@H]3C2)cc1 | 0 | -2 | -1 | 8 | -0.6 | 3 | ·
CCCNC(=O)N1C[C@@H](O)COC[C@H]2O[C@H](CC(=O)NCCCN3CCOCC3)CC[C@@H]21 | 4 | -5 | -1 | ? | 0.4 | -6 | 12[16.7 µM]
CCOC(=O)C1=NNC(=O)C1 | -2 | -6 | -4 | 18 | -1.9 | -3 | -8
CC(O)CC(=O)NOCc1ccccc1 (stereo not given) | 2 | -5 | 5 | 2 | -2.4 | -1 | 0
CC(=O)c1csc(-c2cccc(-c3nc4ccc(Cl)cn4c3NC3CCCCC3)c2)c1 | · | 4 | 0 | ? | 3.3 | -2 | 4
COc1cccc(N(C(=O)Cc2cccs2)C(C(=O)NC2CCCC2)c2ccncc2)c1 (stereo not given) | -3 | 1 | 1 | -2 | -0.3 | -2 | -1
COc1ccc(/C=C2\SC(=S)N(CCC(=O)N3CCOCC3)C2=O)cc1 | -2 | -1 | -7 | -4 | 3.1 | -1 | 2
O=C(CCn1c(=S)oc2ccccc21)Nc1ccccc1Br | -1 | -2 | 2 | 8 | -0.8 | 0 | 7
CN(CC(=O)Nc1ccc(N2CCOCC2)cc1)C(=O)Cc1ccccc1 | -3 | 1 | -2 | 4 | -0.8 | 0 | ·
COc1ccc(-c2nn(-c3ccccc3)cc2C(=O)NCC(c2cccs2)N2CCOCC2)cc1 (stereo not given) | 3 | 2 | 1 | -4 | 3.2 | 1 | ·

Assay outcomes deposited in PubChem BioAssay by Broad Institute.
